# 12-LOX inh – ALOX12 (human) lipoxygenase inhibition. P18054. purified 12hLO, xylenol orange hydroperoxide absorbance. AID 1671190. 1.1% of 580,000 active. Potency, µM (doses to about 108 µM), for inactives: at the highest dose activity change, negative = inhibition, hits mostly inhibitors; note: potency is the fitted concentration of half-maximal effect; % is set by controls: 0 for no effect and ±100 for the full control effect
#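 Purified human 12hLO (150 nM final) in 25 mM Hepes, 0.01% Triton X-100, pH 7.0 was preincubated 15 min at room temperature with compound. Then 40 uM arachidonic acid was added, 30 min. Hydroperoxide was read by Fe-XO absorbance ratio 573/405 nm.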
# ERG Ets-DNA blk – inhibitors of human ERG Ets domain-DNA interaction | fluorescence polarization, His-ERG Ets domain / labelled DNA | 0.028% of 370,000 active | Potency, µM (doses to about 76.9 µM), without a hit: at the top dose FP activity, negative = inhibition, actives largely listed as inhibitors | P11308; active = well fitted inhibition curve with a large enough effect in the polarisation, with a control signal flat; inconclusive = small, poorly fitted or top-dose-only effect, or effect the other way, or a change in a side signal; inactive = no such curve, though single readings can be large or run the other way; the % refers to the polarisation;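 note: polarization taken with two DNA probes labelled with fluorescein and Texas red; potency is the fitted concentration of half-maximal effect; % of control where 0% means no effect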
#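 His-tagged ERG Ets domain (1 uM in the protein solution; 300mM KCl, 50mM Tris-HCl, 1mM EDTA, 1mM DTT, pH 7.5) received compound, then a probe mix of 5 nM fluorescein-DNA and 100nM Texas-615-DNA. Fluorescence polarization was read for both dyes.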
# RGS4 inhibitor – human RGS4 inhibition. Potency, µM (titrated, usually from 114 µM), without a hit: top-dose activity change, negative = inhibition, actives largely listed as inhibitors. Transcreener GDP fluorescence polarization, RGS4-accelerated GTP hydrolysis. 0.039% of 390,000 active. P49798. AID 504845; note: potency is the fitted concentration of half-maximal effect; % is set by controls: 0 for no effect and ±100 for the full control effect; nearly all actives have a fitted effect of over 75% in size; some results filed as inactive show a strong effect at the top dose
#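 MLSMR compounds (23 nl, pin-transferred) preincubated 10 min at room temperature with a 500nM (2x) first reagent, then RGS4 at 900nM (2x) plus Transcreener GDP mix added; fluorescence polarization (620/688 nm) read before and after 90 min at 30 °C.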
# Pol beta inh – DNA polymerase beta (human) inhibition | Potency, µM (series often up to 114 µM), without a hit: top-dose activity change, negative = inhibition, actives largely listed as inhibitors | 1.3% of 340,000 active | AID 485314 | Pol beta primer extension/strand displacement, fluorescence kinetic; note: potency is the fitted concentration of half-maximal effect; % is set by controls: 0 for no effect and ±100 for the full control effect
#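 Pol beta (10 nM) and compounds were preincubated 15 min at room temperature, then 50 nM substrate (final) started primer extension/strand displacement. Reads were taken at 0 and 10 min; concentration-response data were fitted to a four-parameter Hill equation.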
# POLK inh – blocks human DNA polymerase kappa activity. purified Pol kappa, fluorescent DNA synthesis assay, 10 min. Potency, µM (top dose mostly 107 µM), for inactives: at the top dose activity, negative = inhibition, most hits filed as inhibitors. 0.53% of 400,000 active. AID 588579; note: potency is the fitted concentration of half-maximal effect; % is set by controls: 0 for no effect and ±100 for the full control effect
#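 First, compounds were pin-transferred onto 10 nM Pol kappa. After 15 min at room temperature, substrate was added to 50 nM final. Fluorescence was then measured kinetically at 0 and 10 min.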
# LDHA inh – blocks human lactate dehydrogenase A. P00338. purified LDHA, NADH/diaphorase-resazurin fluorescence; active compounds read low. activity change, % (values are at about 110 or 230 µM). 0.15% of 480,000 active. AID 1347041; in the data active = activity change below about -30%; inconclusive = mostly about -25% to -30%;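 note: plate controls were DMSO wells for no effect and wells without enzyme for full effect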
#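 Remaining NADH was detected by diaphorase (0.133 mg/mL) converting 37 µM resazurin to fluorescent resorufin, read at 0 and 20 minutes. The preceding 5-minute room-temperature reaction used 2 nM LDHA, 0.2 mM sodium pyruvate and 0.06 mM NADH at pH 7.4.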
# Anesthetic bind – candidate novel general anesthetic via apoferritin binding | P02791 | apoferritin/1-aminoanthracene competitive binding, fluorescence | Potency, µM (series often up to 77.5 µM), inactives show at the highest dose activity change, negative = displacement, usual class: inhibitors | 0.074% of 350,000 active | AID 485281; note: potency is the fitted concentration of half-maximal effect; % is set by controls: 0 for no effect and ±100 for the full control effect; nearly all actives have a fitted effect of over 20% in size
#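 Read-out: endpoint 1-AMA fluorescence, excitation 380 nm and emission 535 nm, after compounds sit 10 min at room temperature with 10 uM horse-spleen apoferritin in 50% saturated 1-AMA/PBS. Values come from four-parameter Hill fits.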
# APEX1 inh – inhibitors of human APE1 endonuclease; 0.35% of 350,000 active; Potency, µM (highest dose often 65.8 µM), for inactives: top-dose activity change, negative = inhibition, usual class: inhibitors; P27695; recombinant APE1, TAMRA/BHQ-2 abasic DNA cleavage fluorescence;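 note: potency is the fitted concentration of half-maximal effect; plate controls were vehicle for no effect and reference inhibitor for full effect; nearly all actives have a fitted effect of over 55% in size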
# Target sequence (P27695 whole entry, looked up): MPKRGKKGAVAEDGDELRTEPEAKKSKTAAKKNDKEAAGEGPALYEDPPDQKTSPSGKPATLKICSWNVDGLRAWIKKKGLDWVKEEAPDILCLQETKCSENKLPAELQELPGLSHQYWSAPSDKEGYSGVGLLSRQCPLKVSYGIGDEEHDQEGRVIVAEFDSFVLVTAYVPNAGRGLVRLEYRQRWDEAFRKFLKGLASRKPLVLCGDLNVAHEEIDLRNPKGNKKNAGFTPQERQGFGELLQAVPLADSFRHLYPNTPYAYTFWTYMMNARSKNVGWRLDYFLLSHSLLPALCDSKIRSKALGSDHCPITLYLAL
#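 Kinetic fluorescence read (525 ex/598 em nm, three reads 60 s apart) of AP-site incision; signal = third minus first read. Enzyme 0.75 nM, dual-labelled THF duplex 50 nM, compound preincubation 15 min RT.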
# POLH inh – inhibitors of human DNA polymerase eta. AID 588591. recombinant Pol eta, fluorescent DNA replication assay. Potency, µM (series often up to 114 µM), for the others: at the highest dose activity change, negative = inhibition, actives largely listed as inhibitors. 1.2% of 390,000 active. Q9Y253; note: potency is the fitted concentration of half-maximal effect; % is set by controls: 0 for no effect and ±100 for the full control effect
# Target sequence (Q9Y253 whole entry, looked up): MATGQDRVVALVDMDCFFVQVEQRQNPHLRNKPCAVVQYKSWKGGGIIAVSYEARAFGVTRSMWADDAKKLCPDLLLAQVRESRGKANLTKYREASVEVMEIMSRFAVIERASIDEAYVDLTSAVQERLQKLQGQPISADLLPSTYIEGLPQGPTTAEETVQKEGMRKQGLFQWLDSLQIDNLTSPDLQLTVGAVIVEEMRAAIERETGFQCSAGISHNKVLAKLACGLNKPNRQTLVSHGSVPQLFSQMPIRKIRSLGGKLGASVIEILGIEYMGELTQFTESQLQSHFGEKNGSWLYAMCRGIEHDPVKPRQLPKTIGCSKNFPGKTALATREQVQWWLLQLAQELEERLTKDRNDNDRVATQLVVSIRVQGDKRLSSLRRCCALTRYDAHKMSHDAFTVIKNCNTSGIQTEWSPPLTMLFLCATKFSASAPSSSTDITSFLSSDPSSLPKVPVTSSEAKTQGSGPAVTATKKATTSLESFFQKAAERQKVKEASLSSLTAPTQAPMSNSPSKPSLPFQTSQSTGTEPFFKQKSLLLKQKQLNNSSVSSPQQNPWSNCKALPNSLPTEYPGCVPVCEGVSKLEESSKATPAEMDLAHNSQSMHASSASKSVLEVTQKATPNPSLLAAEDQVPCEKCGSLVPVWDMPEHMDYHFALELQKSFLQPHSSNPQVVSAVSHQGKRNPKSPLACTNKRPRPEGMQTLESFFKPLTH
#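 Pol eta (10 nM) was preincubated with compounds for 15 min at room temperature, after which fluorescent replication substrate (50 nM final) was added to start the reaction. Fluorescence was read kinetically at 0 and 10 min.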
# Starred values were filed as active, the others as inactive; ? = inconclusive; . = not tested or not shown; & = joins results of further samples; [ ] = dose if it differs, or a comment. Unless noted, calls come from the whole dose curve; as a rule, active = well fitted curve in the direction sought with a large enough effect; inconclusive = small, poorly fitted or top-dose-only effect, or another doubt; inactive = no such curve, though single readings can be large; an effect the other way counts as inactive or inconclusive. These rows are one share of the data; count on the stated rates, not on these rows.
SMILES,12-LOX inh,ERG Ets-DNA blk,RGS4 inhibitor,Pol beta inh,POLK inh,LDHA inh,Anesthetic bind,APEX1 inh,POLH inh
Cc1ccc(C(=O)N2c3ccccc3CC2C)o1 (centres undefined),16%,5%,18%,14%,-2%,-2,?,12%,-4%
O=C1NC(=O)/C(=C\c2ccc(OCc3cccc(C(=O)O)c3)c(Cl)c2)N1,?,-3%,-12%,-1%,-4%,-5,-8%,9%,-13%
COc1ccccc1Nc1nnc(SCc2nnc(-c3cc(OC)c(OC)c(OC)c3)o2)s1,5%,-9%,-1%,2%,-10%,-3,-11%,-3%,-12%
CCOC(=O)Cn1cnc(C)c1,-6%,-1%,5%,.,-14%,-11,.,.,-15%
CCc1cccc2c1Sc1ccccc1CC2N1CCNCC1 (centres undefined),?,-8%,-1%,.,-14%,-3,.,.,-25%
CCOc1ccc2[nH]c3nc(SCC(=O)NC4CC4)nnc3c2c1,8%,-4%,10%,-22%,-14%,-5,2%,51%[12.4 µM],-5%
O=C(CSc1nc2ccccc2s1)NCCCN1CCOCC1,5%[57.4 µM],-4%,-5%,-29%,-7%,-9,-9%,3%,-5%
Cc1[nH]c(C)c(S(=O)(=O)NCC(C)c2ccccc2)c1C(=O)N1CCCCC1 (centres undefined),7%,-2%,5%[56.9 µM],0%,-10%,-2,-6%,-9%,-4%
O=C(NCCC1CC1(Cl)Cl)c1ccc([N+](=O)[O-])cc1 (centres undefined),-1%,-4%,10%,24%,-9%,-4,-6%,17%,-22%
Cc1occc1-c1nnc(SCC(=O)Nc2ccccc2)n1C(C)c1ccccc1 (centres undefined),0%,-3%,-20%,5%,0%,0,-22%,17%,-19%
Cc1ccc(N(Cc2cccs2)C(=O)c2ccccc2Cl)cc1,-1%,5%,-3%,?,-24%,1,3%,.,-21%
CCCCOC(=O)c1ccc(N=Nc2c(C)c(C#N)c(O)[nH]c2=O)cc1,-9%,-11%,-3%,0%,-7%,4,-3%,-2%,?
Cc1[nH]nc(N=CC2=C(O)CC(C)(C)CC2=O)c1-c1ccccc1,4%&-5%,2%&3%,-3%&8%,0%,-7%&-15%,-6&-10,-2%,0%,-2%&-1%
CCn1cc(S(=O)(=O)c2ccccc2)c(=O)c2cc(F)c(N3CCN(C)CC3)cc21,-19%,2%,-19%[56.9 µM],8%,-16%,-4,-2%,27%,-4%
O=C(Nc1cccnc1)c1cc(Br)c(Br)s1,20µM*,11%,-19%,.,1%,-5,.,-16%,-14%
O=C(O)CC/C(=N\Nc1ccc([N+](=O)[O-])cc1S(=O)(=O)N1CCOCC1)c1cccs1,-12%,2%,-16%,2%,3%,8,-9%,0%,-15%
COc1ccccc1C(=O)Nc1ccnn1C1CCN(Cc2cn(C)c3ccccc23)CC1,-7%,-2%,-1%,14%,1%,-1,0%,9%,-20%
Nc1ccc(CC2SC(=O)NC2=O)cc1 (centres undefined),191%[activator][57.4 µM],-3%,-17%,13%,-10%,-11,-7%,7%,5%
Cc1ccc(Cc2nc3ccccc3nc2SCC(=O)N2CCC(C)CC2)cc1,-25%,1%,-1%,-2%,-5%[60.1 µM],-1,?,.,?
N#CC1=C(N)Oc2c(ccc3cccnc23)C1c1ccccc1 (centres undefined),?,4%,15%,-2%,-2%,0,6%,-3%,-24%
CC(C)C(=O)OCc1cc(=O)n2nc(C3CC3)sc2n1,-8%,3%,-22%,1%,0%,3,-8%,.,-15%
C=CCSc1nncn1/N=C/c1ccc(OC)cc1,0%,0%,-8%,16%,-1%,2,?,13%,-10%
Cc1cccc(N(Cc2ccccc2)C(=O)c2cc(S(=O)(=O)N3CCOCC3)ccc2F)c1,?,1%,-31%,.,-3%,1,.,18%,-20%
Cc1cc(C(F)(F)F)n2nc(-c3cccs3)cc2n1,2%,8%,-18%,39%,0%,5,2%,4%,-13%
Cc1cc(=O)[nH]c(SCC(=O)NCc2ccc3c(c2)OCO3)n1,-10%,-8%,30%,0%,-11%,-4,-8%,47%[activator],4%

# Whole records, looked up by structure. Order of screens: 12-LOX inh, ERG Ets-DNA blk, RGS4 inhibitor, Pol beta inh, POLK inh, LDHA inh, Anesthetic bind, APEX1 inh, POLH inh
# Listed for CCc1cccc2c1Sc1ccccc1CC2N1CCNCC1 (centres undefined) → ?, -8%, -1%, ., -14%, -3, ., ., -25%
# Listed for Cc1ccc(N(Cc2cccs2)C(=O)c2ccccc2Cl)cc1 → -1%, 5%, -3%, ?, -24%, 1, 3%, ., -21%

# Additional records follow.
SMILES,12-LOX inh,ERG Ets-DNA blk,RGS4 inhibitor,Pol beta inh,POLK inh,LDHA inh,Anesthetic bind,APEX1 inh,POLH inh
COCCn1c(=N)c(C(=O)NCCc2ccccc2)cc2c(=O)n3cccc(C)c3nc21,0%,0%,16%,.,3%,-8,.,.,-18%
Cc1nnc(SCC(=O)N2N=C(c3ccc(Cl)cc3)CC2c2ccco2)[nH]c1=O (centres undefined),?,13%,?,20µM*,50µM*,7,?,-12%,?
CCOC(=O)Nc1ccc2c(c1)N(C(=O)CN1CCN(C)CC1)c1ccccc1S2,?,2%,-28%,5%,-7%,-2,-9%,11%,-8%
C[C@@H]1O[C@@H](OCCC(=O)O)[C@H](O)C[C@H]1O,0%,13%,5%,.,9%,-1,.,36%,0%
C/C(=N\NC(=O)Cc1ccccc1[N+](=O)[O-])c1cccnc1,434%[activator],-6%,-7%,0%,-3%,-3,-21%,33%,-12%
COc1cccc(NC(=O)COC(=O)CNC(=O)C2CCCCC2)c1,2%,11%,-1%,.,-2%,-2,.,14%,-8%
COc1ccc(Nc2c(-c3ccco3)nc3ccc(C)cn23)cc1,0%,1%,-15%,2%,-2%,-2,2%,-2%,-14%
COc1cccc(CN2CC(C(=O)NCCC3=CCCCC3)CCC2=O)c1 (centres undefined),-1%,-5%,4%,13%,-3%,-7,-14%,-8%,-4%
COc1ccccc1CNS(=O)(=O)c1cc(-c2cc(C)no2)ccc1C,?,0%,21%,-26%,-11%,-5,43%[activator],.,-10%
COC(=O)c1ccc(-n2nnnc2SCc2nn[nH]n2)cc1,0%,-8%,?,2%,-1%,-3,-1%,-2%,9%
O=C(CCn1c(=O)oc2ccccc21)Nc1ccccc1,?,3%,-37%,12%,-7%,-3,-22%,0%,9%
CCOC(=O)/C(C#N)=C/c1c(N2CCCCCC2)nc2ccccn2c1=O,0%,-1%,20%,1%,-11%,-1,-23%,54%,-7%
Cn1c(NC(=O)c2ccccc2NC(=O)C(C)(C)C)nc2ccccc21,42%[activator],-4%,-22%,-3%,13%,4,-9%,-8%,-13%
Nc1nc(NCc2ccco2)nc(Nc2cccc(F)c2)c1[N+](=O)[O-],61%[activator],-1%,-1%,5%,2%,-6,0%,?,-21%
CCOC(=O)C1(Cc2cccc(OC)c2)CCCN(C(=O)c2cc(CC(C)C)[nH]n2)C1 (centres undefined),6%,-1%,27%,20%,-15%,-3,-14%,-2%,-4%
O=P(c1ccccc1)(c1ccccc1)C(O)c1ccccn1 (centres undefined),2%,-2%,35%,43%,2%,-1,1%,10%,0%
O=C(Nc1ccc(N2CCN(C(=O)c3ccco3)CC2)cc1)c1ccc([N+](=O)[O-])cc1Cl,-1%,9%,6%,?,4%,0,-1%,7%,-17%
CSc1ncc(C(=O)Nc2ccc(F)cc2F)c(-c2ccccc2)n1,-19%,-2%,15%,9%,3%,-3,6%,.,4%
CCN(Cc1nc(-c2ccc(OC)cc2)no1)C(=O)c1ccoc1C,?,-3%,-10%,29%,-20%,-12,-5%,-18%,-14%
COc1ccc(CCNC(=O)C2CCN(C(=O)c3ccc(C(C)(C)C)cc3)CC2)cc1,6%,-14%,-18%,27%,12%,0,1%,33%,-10%
Cc1ccc(S(=O)(=O)N(CC(=O)O)Cc2ccccc2F)cc1,-5%,-9%,5%,-2%,-1%,2,55%[activator],?,6%
COc1cccc(CNC(=O)C2CCCN(S(=O)(=O)c3ccc4c(c3)C(C)(C)C(=O)N4C)C2)c1 (centres undefined),2%[57.4 µM],-3%,-1%,40%,-9%,-8,-12%,1%,-24%
O=C(CNC(=O)c1ccccc1)N=Nc1c(O)[nH]c2ccc(Br)cc12,?,-5%,24%,2%,-10%,-5,-8%,33%,3%
CCN(CC)C(=O)c1nc[nH]c1C(=O)O[C@@H](C)c1ccccc1,-6%,-17%,9%,.,-4%,-5,.,18%,5%
CCOc1ccc(C(=O)Nc2ccc(NC(=O)c3ccco3)c(Cl)c2)cc1Br,5%,2%,-9%,?,-5%,-4,-10%,-5%,-8%
O=C(Cn1[nH]c(=O)c2ccccc2c1=O)OCC(=O)c1ccc(F)c(F)c1,7%,-10%,-9%,.,5%,0,.,?,-16%
Cc1cccc(OCC(O)Cn2c(=N)n(CCN3CCOCC3)c3ccccc32)c1 (centres undefined),0%,-7%,16%,6%,-11%,-2,-14%,-1%,7%
O=C(COC(=O)c1n[nH]c2ccccc12)NCCc1ccc(Cl)cc1,4%,6%,-2%,.,-5%,-19,.,22%,-19%
COc1ccc(Cc2nnc(NC(=O)C3CCCO3)s2)cc1 (centres undefined),0%&8%,-6%,3%,2%,-10%,-6&-6,?,4%,-5%
COc1ccc(CN(C)CC(=O)Nc2c(C)cccc2C)c(OC)c1,-8%,2%,3%,1%,-9%,-2,-10%,0%,1%
